Source: PubChem BioAssay
OXTR ag: human OXTR agonism | P30559 | CHO-OTR cells, Fluo-8 calcium fluorescence; normalized: DMSO 0%, oxytocin 100% | activation, % at 3 µM | actives 0.32% (n = 320,000);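 active = activation above the mean of all tested compounds plus 3 SD, cutoff set per screening run, cut at about 20% in these data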;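 also: peak over basal fluorescence ratio from a 100 s FLIPR kinetic read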
PHOSPHO1 inh: blocks human PHOSPHO1 phosphatase activity | Q8TCT1 | recombinant PHOSPHO1, absorbance phosphatase assay | inhibition, % at 13.3 µM | actives 1.1% (n = 290,000) | AID 1565; in the data active = inhibition above about 60%
Target sequence (Q8TCT1 whole entry, looked up): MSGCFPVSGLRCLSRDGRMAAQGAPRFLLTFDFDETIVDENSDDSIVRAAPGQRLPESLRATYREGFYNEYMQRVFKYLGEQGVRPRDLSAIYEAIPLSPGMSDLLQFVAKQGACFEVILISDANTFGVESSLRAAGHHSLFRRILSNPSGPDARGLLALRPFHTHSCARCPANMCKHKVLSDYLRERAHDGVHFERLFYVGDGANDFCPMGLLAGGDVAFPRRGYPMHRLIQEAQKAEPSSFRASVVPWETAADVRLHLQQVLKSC
GPR7 antag: human neuropeptides B/W receptor 1 antagonism | GPR7-expressing cells, fluorescence antagonist assay | inhibition, % at 4.4 µM | AID 1861 | P48145 | actives 1.1% (n = 290,000); in the data active = inhibition above about 16%, passing the limit was not always enough;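 also: cells stimulated with the agonist NPW; 0% = agonist with vehicle and 100% = vehicle without agonist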
MEKK3 PB1 HTS: modulators (inhibitors or enhancers) of MEK5 binding to human MEKK3 PB1 domain | bead-based flow cytometry, Alexa488-MEK5 binding to MEKK3; actives lie on both sides; 0 = blocked by unlabeled MEK5, 100 = vehicle | binding response (% of control), % at 10 µM | actives 1.4% (n = 290,000);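 active = binding response more than 3 SD above or below the average of its plate-row segment, actives on both sides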;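 also: Alexa488 bead fluorescence after subtracting the streptavidin-only scavenger bead signal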
Target sequence (Q99759 whole entry, looked up, the tested form may be a part): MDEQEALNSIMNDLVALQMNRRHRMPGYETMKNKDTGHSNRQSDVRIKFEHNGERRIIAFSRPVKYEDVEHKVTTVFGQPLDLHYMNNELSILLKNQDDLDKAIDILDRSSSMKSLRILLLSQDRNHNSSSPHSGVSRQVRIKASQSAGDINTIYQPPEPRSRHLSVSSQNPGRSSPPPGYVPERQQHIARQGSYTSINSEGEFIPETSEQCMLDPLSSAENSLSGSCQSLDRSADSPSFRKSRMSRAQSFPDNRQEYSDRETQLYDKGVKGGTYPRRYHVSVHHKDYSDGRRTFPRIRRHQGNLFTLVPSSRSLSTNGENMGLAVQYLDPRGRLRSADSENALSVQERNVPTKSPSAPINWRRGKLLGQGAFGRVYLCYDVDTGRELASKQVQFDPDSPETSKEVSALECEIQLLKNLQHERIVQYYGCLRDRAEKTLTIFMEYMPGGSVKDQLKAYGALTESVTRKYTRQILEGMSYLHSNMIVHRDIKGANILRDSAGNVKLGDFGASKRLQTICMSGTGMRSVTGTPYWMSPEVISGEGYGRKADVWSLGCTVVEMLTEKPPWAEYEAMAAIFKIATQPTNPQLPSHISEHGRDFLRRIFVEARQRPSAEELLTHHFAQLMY
V1aR counter: V1a receptor agonism, counter-screen for OXTR agonists | P37288 | CHO-V1R cells, Fluo-8 calcium fluorescence, agonist mode; 0% DMSO, 100% 3 nM vasopressin | activation, % at 3 µM | actives 0.25% (n = 320,000) | AID 2797;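 active = activation above the mean activation of all tested compounds plus 3 SD, per screening run, cut at about 20% in these data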;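 also: signal is peak over basal fluorescence ratio across a 100 second FLIPR read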
MEKK2 mut-MEK5: signal of MEK5 binding to mutant human MEKK2 PB1 domain; bead flow cytometry, Alexa488-MEK5 binding to MEKK2 mutant; percent response, % at 10 µM; actives 0.35% (n = 290,000); in the data active = percent response above about 24%, passing the limit was not always enough; also: inactives centre near 1; some results filed as inactive read as strong as hits; reference of the scale not given here
NALP1 inh: blocks the NALP1 inflammasome reconstituted in yeast; S. cerevisiae NALP1/ASC/caspase-1 growth, X-gal OD620, 72 h; inhibition, % at 10 µM; actives 0.61% (n = 280,000); AID 2071; in the data active = inhibition mostly above about 24%, no sharp cut-off; inactive = mostly below about 32%; also: some compounds called inactive have numbers as strong as hits
MEKK2wt PB1 HTS: raises or lowers MEK5 binding to wildtype human MEKK2 PB1 domain; actives 1.1% (n = 290,000); AID 1531; Q9Y2U5; bead flow cytometry, Alexa488-MEK5 binding to MEKK2 WT; actives lie on both sides; binding response (% of control), % at 10 µM; in the data active = binding response below about 67% or above about 130%
GalR3 antag: antagonists of human GalR3; O60755; HEK293 GalR3-CNG cAMP membrane potential fluorescence; galR3 body fused to GalR1 C-terminus; inhibition, % at 3 µM; actives 0.44% (n = 360,000);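 active = inhibition above the screen-wide average plus 3 SD, cut at about 13% in these data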;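 also: forskolin and galanin both at EC90 stimulate the cells; cAMP rise reported by CNG channel membrane potential dye signal; 0% = forskolin plus galanin with DMSO and 100% = forskolin alone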
* marks the source's active call; other numbers are inactive results; . = no result given. An unsorted share of the library; about 5.4% have a hit in one of these screens.

Each structure is followed by: OXTR ag	PHOSPHO1 inh	GPR7 antag	MEKK3 PB1 HTS	V1aR counter	MEKK2 mut-MEK5	NALP1 inh	MEKK2wt PB1 HTS	GalR3 antag
> CS(=O)(=O)c1nc2c(cc1C#N)CCCC2
 : 0.8	37	-8	91	0.0	-4	-7	96	2
> CC(C)(O)C(=O)NN(Cc1ccccc1)c1ccccc1
 : 0.9	-8	-7	97	0.8	-1	17	101	-6
> COCCn1nnnc1CN(CCCN1CCOCC1)Cc1cc2c(C)ccc(C)c2[nH]c1=O
 : .	10	7	93	.	-4	.	93	-1
> Cn1c(=O)c2c(-c3ccccc3F)c3c(nc2n(C)c1=O)-c1ccccc1C3O (configuration not stated)
 : 0.8	-11	4	100	0.3	6	3	105	-5
> CCc1cc(=O)oc2cc(OCC(=O)NCCCN3CCOCC3)c(Cl)cc12
 : 0.8	18	-2	107	1.3	6	13	111	-4
> COC(=O)c1c(NC(=O)CSc2nnnn2C)sc(C)c1C
 : -1.3	15	0	107	-0.3	8	10	103	-3
> CCOC(=O)N1CCN(Cc2nc3cc(NC(=O)C(C)C)ccc3n2C)CC1
 : 0.4	5	2	101	9.7	8	7	102	-2
> Cn1c(-c2sc3cc(C(F)(F)F)cnc3c2-c2ccccc2)n[nH]c1=S
 : -2.8	96*	-20	95	-1.6	0	-10	99	0
> COc1ccc(-c2nc(CS(=O)CC(=O)N3CCc4ccccc4C3)c(C)o2)cc1 (configuration not stated)
 : -0.6	-21	1	100	-0.4	2	-4	99	0
> Cc1noc(NS(=O)(=O)c2ccc(NC(=O)c3ccoc3C)cc2)c1C
 : -0.4	-8	-7	100	-0.6	-2	1	97	1
> CCc1c(C(=O)NC2CCCCC2)[nH]c(C)c1C(C)=O
 : -1.1	40	-11	103	-1.0	-6	24	96	-2
> Cn1c(O)c(N=NC(=O)CNC(=O)/C=C/c2ccccc2)c2ccccc21
 : -1.0	17	-11	105	0.0	1	37*	98	-8
> COc1cccc(CN(C(=O)c2cc3ccccc3oc2=O)C2CCS(=O)(=O)C2)c1 (configuration not stated)
 : 0.8	34	-3	100	0.3	4	7	98	3
> Nc1ccc(Br)c[n+]1Cc1cccc2cccnc12
 : -0.5	6	16	104	-0.9	6	.	109	-2
> Cc1ccc(-n2nnnc2/C=C\Nc2cc(C)on2)cc1
 : -2.4	-10	9	89	-1.1	-6	31	92	-3
> Cn1nnnc1SCC(=O)Nc1ccc(S(=O)(=O)N2CCOCC2)cc1
 : 0.3	-13	-12	97	-0.6	0	11	102	3
> O=C(COC(=O)c1ccc(CO)cc1)NCc1cccs1
 : -0.3	0	-1	102	0.1	-2	25	111	-3
> Nc1nn2c(-c3ccccc3)cc(=O)[nH]c2c1N=Nc1ccc(O)cc1
 : -0.1	30	-16	94	-0.6	-7	14	91	0
> COc1cccc(CN2CCC(Oc3ccc(C(=O)NCc4ccccn4)cc3)CC2)c1O
 : .	-12	1	102	.	3	18	104	1
> CCN(CC(=O)NC(C)C)C(=O)[C@@H](NC(=O)c1ccco1)C(C)C
 : 0.1	53	-11	97	-0.1	-2	-10	95	11
> NNC(=O)CCc1nc2ccccc2[nH]1
 : -1.1	32	-8	97	1.1	-4	4	91	1
> Cc1nc(-c2ccccc2)nc2[nH]c(=O)n(-c3ccccc3)c(=O)c12
 : 6.2	25	1	106	4.7	1	6	97	-7
> CC1(C)c2[nH]c3ccccc3c2C[C@H]2C(=O)N(Cc3ccccc3F)C(=O)N21
 : 3.0	.	.	104	3.6	1	.	94	-6
> CCCS(=O)(=O)c1nc(S(=O)(=O)c2ccc(C)cc2)c(NCCCN2CCOCC2)s1
 : -0.1	-44	2	105	-0.2	12	16	109	-3
> Cc1ccc(-c2cc(-c3nnc(SCC(=O)N(C)CCC#N)n3N)c3ccccc3n2)cc1
 : -2.3	7	-11	95	-2.3	-3	-7	94	8
> NS(=O)(=O)c1ccc(NCc2cc(Cl)ccc2OCc2ccccc2F)cc1
 : 0.7	22	9	98	-0.3	-4	4	90	-7
> CCCCCN(C(=O)NC(=O)Nc1ccccc1C)S(=O)(=O)c1ccccc1
 : 0.1	3	1	114	-0.1	0	15	98	2
> CC(C)OC(=O)CN1CCN(c2ccc(Cl)cc2)CC1
 : 2.3	-5	2	108	2.9	-1	-10	108	4
> O=C(N=C1c2ccccc2CN1c1ccc(F)c(Cl)c1)c1cccnc1Cl
 : -1.1	-10	1	87	-1.0	-6	37	76	-2
> Cn1c(=O)[nH]c(=O)c2c1nc(N1CCCCCC1)n2CCSc1nc2ccccc2[nH]1
 : 0.7	1	-5	101	2.9	4	6	100	-7

Additional structures follow:
mol | OXTR ag | PHOSPHO1 inh | GPR7 antag | MEKK3 PB1 HTS | V1aR counter | MEKK2 mut-MEK5 | NALP1 inh | MEKK2wt PB1 HTS | GalR3 antag
CS(=O)(=O)N(CC(=O)N1CCOCC1)c1ccc(Cl)cc1 | -0.8 | 8 | -6 | 104 | 0.5 | 1 | 21 | 105 | -2
COCCN(CC(=O)NC1CCCCC1)C(=O)CCCC(=O)Nc1ccccn1 | 0.1 | 37 | 6 | 99 | 0.1 | -4 | 6 | 95 | -5
COC(=O)CSC1=C(C#N)C(c2cccc(OC)c2)CC(=O)N1 (configuration not stated) | 0.3 | 13 | -7 | 99 | 0.0 | 2 | -8 | 108 | 2
Cc1ccc(NC(=S)N/N=C/c2c(Cl)cccc2Cl)c(C)c1 | -1.3 | 4 | 2 | 90 | -0.5 | -2 | . | 85 | -2
CCOC(=O)C(=CNc1cc(OC)ccc1-n1cccc1)C(=O)OCC | -2.2 | 2 | -16 | 98 | -1.6 | 3 | 4 | 102 | -5
O=C(NCC(=O)N1CCCCC1)c1ccc2ccccc2c1 | -0.9 | 23 | -12 | 104 | 0.0 | 6 | 6 | 105 | -4
O=C(Cc1ccccc1)c1c[nH]c(C(=O)NC2CCCC2)c1 | 0.1 | -17 | 3 | 65 | 0.0 | -18 | 2 | 68 | -1
COC(=O)c1sc(S(=O)(=O)N2CCC(C(N)=O)CC2)c(C(=O)OC)c1C | -0.4 | 2 | -6 | 105 | 1.1 | 4 | 6 | 106 | -1
CN(CC(=O)Nc1c(F)cccc1F)Cc1cccs1 | -0.3 | 12 | -5 | 97 | 0.5 | -3 | 12 | 97 | -8
O=C(COC(=O)C1CC1)NCc1ccccc1Cl | -0.5 | -7 | 6 | 104 | 0.1 | 4 | 11 | 108 | -5
O=c1cc(O)c2c(=O)n(C3CCCCC3)c3ccccc3c2o1 | -0.6 | -1 | -5 | 103 | 1.0 | 2 | -2 | 104 | -5
CCC(C)/C(C)=N/NC(=O)c1cn(-c2ccccc2)nc1-c1ccccc1 (configuration not stated) | -0.5 | -12 | -14 | 105 | 0.3 | 14 | 18 | 106 | -3
CCn1c(=S)[nH]c2cc(S(=O)(=O)N3CCCCC3)ccc21 | 8.2 | 51 | -8 | 105 | 5.6 | 2 | 8 | 101 | -1
Cc1ccccc1NC(=O)COC(=O)CN1C(=O)NC(C)(C)C1=O | 0.9 | -14 | 3 | 100 | 0.0 | -1 | 4 | 99 | -1
Cc1ccc(CNC(=O)N[C@@H](Cc2ccccc2)C(=O)O)cc1 | -0.1 | -8 | -9 | 108 | 1.2 | -1 | 26 | 104 | 1
COc1ccc(S(=O)(=O)N/N=C(/C)c2ccco2)cc1 | 0.8 | -11 | 10 | 105 | 0.6 | 6 | -1 | 107 | 1
O=S(=O)(c1ccc(-c2csc(-c3cccnc3)n2)cc1)N1CCCC1 | -0.4 | 32 | -11 | 101 | 0.8 | 0 | 30 | 102 | -6
CCc1nnc(NC(=O)CSc2nnc(C)c(=O)n2N)s1 | 0.0 | 10 | -13 | 101 | -0.5 | 8 | 2 | 106 | -2
CCOC(=O)N1CCN(c2c(NCCCN3CCCC(C)C3)c(=O)c2=O)CC1 (configuration not stated) | 0.5 | -3 | -6 | 89 | 0.6 | -11 | -5 | 94 | -1
Cc1ccc(C(=O)NCc2ccccc2)c(F)c1F | -2.0 | 29 | -19 | 96 | -0.5 | 0 | 12 | 100 | -7
Cc1ccc(Nc2nc(-c3sc(NC(=O)c4ccc([N+](=O)[O-])cc4)nc3C)cs2)cc1 | 0.4 | -126 | -4 | 103 | -0.5 | 5 | -2 | 103 | .
CCN(CC)c1ccc(S(=O)(=O)N2CCOCC2)cc1NC(=O)c1cc(=O)c2ccccc2o1 | 0.1 | 37 | 7 | 101 | 0.1 | -5 | 4 | 93 | 8
COc1ccc(OC)c(CNC(=O)CCC(=O)N2Cc3cccc(OC)c3Oc3ncccc32)c1 | -2.4 | -24 | 0 | 94 | -0.3 | -3 | 16 | 95 | -1
CCCCCCSC1=C(C#N)C(c2ccc(O)cc2)CC(=O)N1 (configuration not stated) | -1.4 | 6 | 5 | 104 | -0.9 | 1 | 20 | 102 | 2

Gathered by group, those above with a thiophene ring, fused or not
mol | OXTR ag | PHOSPHO1 inh | GPR7 antag | MEKK3 PB1 HTS | V1aR counter | MEKK2 mut-MEK5 | NALP1 inh | MEKK2wt PB1 HTS | GalR3 antag
COC(=O)c1c(NC(=O)CSc2nnnn2C)sc(C)c1C | -1.3 | 15 | 0 | 107 | -0.3 | 8 | 10 | 103 | -3
Cn1c(-c2sc3cc(C(F)(F)F)cnc3c2-c2ccccc2)n[nH]c1=S | -2.8 | 96* | -20 | 95 | -1.6 | 0 | -10 | 99 | 0
O=C(COC(=O)c1ccc(CO)cc1)NCc1cccs1 | -0.3 | 0 | -1 | 102 | 0.1 | -2 | 25 | 111 | -3
COC(=O)c1sc(S(=O)(=O)N2CCC(C(N)=O)CC2)c(C(=O)OC)c1C | -0.4 | 2 | -6 | 105 | 1.1 | 4 | 6 | 106 | -1
CN(CC(=O)Nc1c(F)cccc1F)Cc1cccs1 | -0.3 | 12 | -5 | 97 | 0.5 | -3 | 12 | 97 | -8

(next part)
mol | OXTR ag | PHOSPHO1 inh | GPR7 antag | MEKK3 PB1 HTS | V1aR counter | MEKK2 mut-MEK5 | NALP1 inh | MEKK2wt PB1 HTS | GalR3 antag
CCN(CC)S(=O)(=O)c1ccc2c(c1)N(CC(=O)N1CCCC1)C(=O)CO2 | -0.2 | 0 | -13 | 99 | 0.1 | 6 | 7 | 105 | -8
CC[n+]1c(/C=C/Nc2ccccc2)sc2ccccc21 | 1.2 | 98* | -1 | 101 | 0.2 | 1 | 7 | 96 | -6
O=C(O)[C@H]1CCCN1C(=O)c1ccccc1N1C(=O)[C@@H]2Cc3c([nH]c4ccccc34)C(c3cccc(Cl)c3)N2C1=O (some centres not stated) | 0.5 | 18 | 1 | 102 | 0.1 | 2 | -20 | 105 | -4
CCOc1cc(/C=N/NC(=O)c2ccc(CSc3nncn3C)cc2)ccc1OCC(=O)N1CCOCC1 | 0.5 | 40 | 2 | 95 | 0.1 | -1 | -4 | 97 | 6
COC(=O)c1cn(-c2ccccc2)nc1-c1ccncc1 | 0.3 | 16 | 4 | 106 | 1.3 | 5 | -2 | 110 | -5
Cc1ccc(Cl)cc1OCC(=O)NCCOC(=O)Nc1sc(=S)n(C)c1C | 5.2 | 11 | -4 | 102 | 5.9 | -1 | 16 | 101 | -11
CC1(C)CC(NS(=O)(=O)c2ccc3ccccc3c2)CC(C)(C)N1 | 2.5 | 30 | -12 | 100 | 1.2 | 2 | 2 | 103 | -11
OCCCCNCc1ccc(OCc2ccccc2)cc1 | 0.7 | -4 | 1 | 99 | 1.1 | 10 | 28 | 103 | -2
